APOBEC3G inh = APOBEC3G DNA deaminase inhibitors, primary screen, biochemical, fluorescence, single-stranded DNA substrate, uHTS; DNA dC->dU-editing enzyme APOBEC-3G (Homo sapiens), Q9HC16; recombinant A3G, ssDNA deamination FAM/TAMRA fluorescence; inhibition, % at 20 µM; actives 0.28% (n = 330,000); AID 493012, 2011;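 active means inhibition of at least 40% at 20 µM, with no more than 30% in the related APOBEC3A deaminase screen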;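 further: plate controls were DMSO wells with A3G for no effect and wells lacking A3G enzyme for full effect; some compounds called inactive have numbers as strong as hits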
Target sequence (Q9HC16 whole entry, looked up): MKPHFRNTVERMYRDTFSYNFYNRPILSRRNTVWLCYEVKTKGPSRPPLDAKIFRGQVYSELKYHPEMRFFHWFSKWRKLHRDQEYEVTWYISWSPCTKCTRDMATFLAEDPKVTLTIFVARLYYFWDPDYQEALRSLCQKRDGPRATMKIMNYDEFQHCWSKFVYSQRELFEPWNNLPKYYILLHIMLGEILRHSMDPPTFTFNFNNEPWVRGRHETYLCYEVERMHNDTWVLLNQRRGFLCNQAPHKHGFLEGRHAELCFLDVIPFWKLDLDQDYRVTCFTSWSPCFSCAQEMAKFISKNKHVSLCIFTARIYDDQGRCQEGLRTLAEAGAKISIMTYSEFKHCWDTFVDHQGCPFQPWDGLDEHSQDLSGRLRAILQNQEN
MPTP inh = mitochondrial permeability transition pore inhibitors, primary screen, biochemical, isolated mouse mitochondria, absorbance. Ca2+ swelling absorbance, 30 min. inhibition, % at 10 µM. actives 1.4% (n = 360,000). AID 602449, 2012;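 active means inhibition of 50% or more, scaled per plate between neutral and stimulator controls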;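 further: 0% = DMSO wells given calcium and 100% = 1 mM EGTA wells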
Gli-Sufu antag = Gli-Sufu pathway antagonists, primary screen, luciferase luminescence, Sufu-KO-LIGHT cells, uHTS; Sufu-KO-LIGHT fibroblasts, Gli luciferase reporter luminescence; inhibition, % at 5 µM; actives 0.74% (n = 340,000);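 active means inhibition above about 55%, limit read from the data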;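 further: 0% = DMSO-treated cells and 100% = wells with medium but no cells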
EBI2 antag = EBI2 receptor antagonists, beta-arrestin recruitment, primary screen, cell-based, luminescence, 7a,25-OHC stimulation, uHTS; G-protein coupled receptor 183 (Homo sapiens), P32249; 7a,25-OHC stimulated; inhibition, % at 5 µM; actives 0.81% (n = 360,000); in the data active means inhibition above about 38%;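 further: enzyme fragment complementation signal reports receptor beta-arrestin coupling in cells; 0% = agonist plus DMSO wells and 100% = wells without agonist; some results beyond the cut were filed as inactive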
CCR6 antagonist = CCR6 receptor antagonists, primary screen, cell-based, CHO-K1, luminescence, beta-arrestin, uHTS; CHO-K1 CCR6 PathHunter beta-arrestin, CCL20-stimulated; C-C chemokine receptor type 6 (Homo sapiens), P51684; inhibition, % at 20 µM; actives 0.49% (n = 340,000);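 active means compounds whose inhibition of the agonist-driven luminescence signal at 20 µM reaches about 50%, limit read from the data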;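 further: cells stimulated with CCL20 at 14 nM final; plate controls were DMSO with CCL20 for no effect and DMSO without agonist for full effect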
A3A deaminase = APOBEC3A ssDNA deaminase inhibitors, primary screen, selectivity assay for APOBEC3G inhibitor project, biochemical, FAM/TAMRA oligo cleavage fluorescence | DNA dC->dU-editing enzyme APOBEC-3A (Homo sapiens), P31941 | recombinant A3A, FAM/TAMRA ssDNA deamination fluorescence | inhibition, % at 20 µM | actives 0.41% (n = 330,000) | AID 493011, 2011;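 active means at least 40% inhibition at 20 µM here, with at most 30% in a related deaminase screen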;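 further: plate controls were A3A with DMSO for no effect and wells lacking A3A enzyme for full effect; some results filed as inactive read as strong as hits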
Target sequence (P31941 whole entry, looked up): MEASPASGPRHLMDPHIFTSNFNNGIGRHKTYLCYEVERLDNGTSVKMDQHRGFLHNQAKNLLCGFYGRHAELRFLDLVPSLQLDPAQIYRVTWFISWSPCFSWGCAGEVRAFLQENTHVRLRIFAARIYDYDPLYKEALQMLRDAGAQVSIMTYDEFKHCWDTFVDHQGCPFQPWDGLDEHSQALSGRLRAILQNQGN
NR3A LBD binder = binders of NR3A ligand-binding domain, primary screen, biophysical, differential scanning fluorimetry, uHTS; Glutamate receptor ionotropic, NMDA 3A (GRIN3A) ligand-binding domain; NR3A LBD differential scanning fluorimetry, Tm shift; 0% = protein alone, 100% = glycine-bound protein; Tm shift relative to glycine control, % at 25 µM; actives 2.5% (n = 340,000); AID 1259313, 2017;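 active means melting temperature shift of at least 10% of the positive control shift, at one fixed dose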
CXCR6 block = CXCR6 receptor inhibitors, primary screen, cell-based, beta-arrestin, luminescence, CHO-K1 PathHunter, 1536-well. AID 602244, 2012. inhibition, % at 20 µM. C-X-C chemokine receptor type 6 (Homo sapiens), O00574. actives 0.36% (n = 360,000); in the data active means inhibition above about 34%, passing the limit was not always enough;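 further: antagonist mode with CXCL16 agonist at 10 nM final; 0% = 10 nM CXCL16 with DMSO and 100% = unstimulated wells without agonist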
Target sequence (O00574 whole entry, looked up): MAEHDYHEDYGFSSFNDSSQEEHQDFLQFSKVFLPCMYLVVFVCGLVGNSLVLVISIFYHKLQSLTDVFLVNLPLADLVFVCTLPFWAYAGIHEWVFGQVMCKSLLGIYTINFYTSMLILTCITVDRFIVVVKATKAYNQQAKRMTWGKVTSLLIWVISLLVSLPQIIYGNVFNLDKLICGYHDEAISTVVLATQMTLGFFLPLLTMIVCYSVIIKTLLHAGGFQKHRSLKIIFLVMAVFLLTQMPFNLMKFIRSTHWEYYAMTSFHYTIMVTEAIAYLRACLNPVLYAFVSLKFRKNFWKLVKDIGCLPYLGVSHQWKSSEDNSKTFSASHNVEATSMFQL
Starred values were filed as active, the others as inactive; · = not tested or not shown; & = joins results of further samples.

SMILES	APOBEC3G inh	MPTP inh	Gli-Sufu antag	EBI2 antag	CCR6 antagonist	A3A deaminase	NR3A LBD binder	CXCR6 block
Cn1c(SCc2ccccc2Cl)nc2c1c(=O)[nH]c(=O)n2C	-1	0.3	-6	-13	0	0	-1	-1
Cc1cc(NC(=O)COC(=O)C2CC(=O)N(c3ccc(Cl)cc3)C2)no1 (centres undefined)	-19	-2.1	-10	4	5	0	0	1
Cc1cccc(Cc2cnc(N3C(=N)SC(c4ccccc4)C3=O)s2)c1 (centres undefined)	-6	-6.4	-2	-6	40	-2	-9	15
CCCCc1cc2c(s1)CCCC/C2=N/O	-10	2.8	-3	-8	12	-5	1	-12
CSCC[C@H](NC(=O)Cc1c(C)c2c(cc(C)c3c(C)coc32)oc1=O)C(=O)O	-4	0.0	15	7	7	-2	-3	-14
COc1ccc(Cc2nnc(NC(=O)c3ccccc3F)s2)cc1	-3	4.4	-12	4	9	3	-1	10
O=C(COC(=O)COc1ccccc1)Nc1cccnc1Cl	-6	-0.5	4	-4	-11	-1	2	3
CC(=O)NC(c1ccc(Cl)cc1Cl)c1ccc2cccnc2c1O (centres undefined)	-8	-1.4	87*	8	17	1	-2	6
CNC(=O)c1c(C)nn(-c2ccc(F)c(Cl)c2)c1-c1cc(C)on1	-8	1.5	2	-4	1	0	1	0
COc1cc(/C=C/C(=O)N2CC(C)OC(C)C2)cc(OC)c1OC (centres undefined)	-6	1.1	-22	-1	1	-5	-3	-4
N#CCc1ccnc2ccccc12	·	-1.7	8	-9	-14	·	0	-5
O=C(CN1CCN(Cc2ccc3c(c2)OCO3)CC1)Nc1ccc2c(c1)OCCO2	·	-2.2	2	-9	-2	·	1	1
NC(N)=Nc1nc2cc([N+](=O)[O-])ccc2o1	-5	2.2	-10	-2	3	-2	0	3
CC(C)CC(C(=O)Oc1ccc2c3c(c(=O)oc2c1)CCC3)N1C(=O)c2ccccc2C1=O (centres undefined)	·	-1.6	-28	6	19	·	1	20
O=C(CNS(=O)(=O)c1ccc(Br)cc1)NCc1cccnc1	-6	-3.0	3	-4	9	-2	0	2
CN1CCN(C(=O)c2ccccc2N(Cc2ccccc2)S(C)(=O)=O)CC1	-4	-2.8	-11	4	10	-2	4	8
Cc1ccc(NC(=O)CC2=NC(=O)C(CC(=O)Nc3ccccc3C)S2)cc1 (centres undefined)	-4	-0.9	1	-1	3	0	-6	2
O=C(O)CC12CC3CC(C1)CC(n1ncc(N4CCC5(CC4)OCCO5)c(Cl)c1=O)(C3)C2	-1	1.2	6	-19	1	5	-1	2
CCN(CC)S(=O)(=O)c1ccc(C(=O)Nc2cccc(C)c2)cc1	-3	0.4	-22	33	18	-5	-36	8
CC(=O)NC(=S)Nc1ccc(S(=O)(=O)Nc2nc(C)cc(C)n2)cc1	-3	0.6	-4	-4	10	3	-1	5
O=C(NC(=S)Nc1ccc(CN2CCCCC2)cc1)c1cc2ccccc2o1	-5	14	29	11	27	-4	-2	12
Cc1noc(C)c1C(=O)Nc1ccc(S(=O)(=O)N2CCCCC2)cc1	-10	-0.2	2	-8	-6	-3	-1	1
Cc1ccccc1NC(=O)CCN1CCN(Cc2ccccc2)CC1	-3	-2.9	-1	-2	18	-1	0	-5
CCC(=O)NC(=S)Nc1ccc(NC(=O)COc2ccc([N+](=O)[O-])cc2)cc1	-4	8.8	-15	-15	8	-1	-5	1
COC(=O)c1ccccc1NC(=O)C1CC(=O)N(c2ccc(F)cc2)C1 (centres undefined)	-7	-2.3	4	15	8	-6	0	1

A draw from above in order of number of heavy atoms, rising:
SMILES	APOBEC3G inh	MPTP inh	Gli-Sufu antag	EBI2 antag	CCR6 antagonist	A3A deaminase	NR3A LBD binder	CXCR6 block
CCCCc1cc2c(s1)CCCC/C2=N/O	-10	2.8	-3	-8	12	-5	1	-12
Cc1cccc(Cc2cnc(N3C(=N)SC(c4ccccc4)C3=O)s2)c1 (centres undefined)	-6	-6.4	-2	-6	40	-2	-9	15
O=C(O)CC12CC3CC(C1)CC(n1ncc(N4CCC5(CC4)OCCO5)c(Cl)c1=O)(C3)C2	-1	1.2	6	-19	1	5	-1	2

Next structures follow:
SMILES	APOBEC3G inh	MPTP inh	Gli-Sufu antag	EBI2 antag	CCR6 antagonist	A3A deaminase	NR3A LBD binder	CXCR6 block
COC(=O)c1sc(-c2ccc(C(C)(C)C)cc2)cc1NC(=O)CCC(=O)O	-5	7.1	-58	-4	12	-7	-437	-2
Cc1ccc(NC(=O)C(C)SCC(=O)Nc2ccc(F)cc2)cc1S(=O)(=O)N1CCOCC1 (centres undefined)	-1	-0.5	0	-2	11	4	-1	4
Cc1ccccc1NC(=S)NC1(C)CCS(=O)(=O)C1 (centres undefined)	-8	0.9	-10	-1	3	-2	0	-10
CN(C)S(=O)(=O)c1ccc(Cl)c(NC(=O)COC(=O)C2CCCO2)c1 (centres undefined)	-5	1.5	7	4	8	-5	0	4
CCN1C(=O)[C@H]2[C@@H](c3ccc(-c4cccc(Cl)c4)c(OC)c3)N[C@@](CC(C)C)(C(=O)OC)[C@H]2C1=O	-1	2.0	2	-14	4	-1	4	5
CC(=O)Nc1ccc(S(=O)(=O)N2CCN(c3cccc(C)c3C)CC2)cc1	-13	-0.7	4	1	10	-6	-10	-11
Cn1cnc([N+](=O)[O-])c1SCC(O)CCl (centres undefined)	1	-2.5	3	8	12	1	0	4
COc1cccc(C2C(C(=O)/C=C/c3ccco3)=C(O)C(=O)N2CCN2CCOCC2)c1 (centres undefined)	-1	-0.2	-7	3	26	19	0	-6
COc1ccccc1NC(=O)CSc1nnc(Cn2cnc3ccccc32)n1C	-4	-0.4	-3	5	-13	2	-1	2
CCN(CC)C(=O)Oc1ccnc2cc(Cl)ccc12	0	0.9	6	-7	15	4	0	-2
COc1ccccc1C1/C(=C(/O)c2ccc(Cl)cc2)C(=O)C(=O)N1CCN1CCOCC1 (centres undefined)	-6	0.8	11	-5	2	-5	1	-6
CC(C)(C)CN1CCC(Oc2cccc(C(=O)N3CCNC(=O)C3(C)C)c2)CC1	-3	-1.5	24	3	7	-1	1	-7
O=C1/C(=C/c2ccc(F)cc2)CCC1C1CCCC1 (centres undefined)	-3	8.6	-3	0	6	-4	1	3
COC(=O)[C@H](Cc1ccccc1)NC(=O)C1CCN(C(=O)[C@H](C)NS(=O)(=O)c2ccc(C)cc2)CC1	-5	-2.0	2	-16	-14	-4	0	4
C=CCOc1ccc(CN(C)CC(=O)Nc2ccc3c(c2)CCC3)cc1	-6	2.1	22	3	3	-2	1	-1
COc1ccc(C)cc1NC(=O)c1cc(S(=O)(=O)N2CCCCC2)ccc1N1CCOCC1	-10	0.0	9	8	12	-7	-2	8
COc1ccc(NC(=O)c2nc[nH]c2C(=O)Nc2ccccc2C)cc1	-4	-7.2	3	-39	-4	-3	-8	1
O=c1[nH]c(CN2CCN(CCO)CC2)nc2ccccc12	1	-1.9	-8	1	20	-17	-1	0
COc1ccc(S(=O)(=O)NC(CC(=O)NCc2ccco2)C(C)C)cc1 (centres undefined)	-7	-0.9	-7	-10	-15	-4	-2	-4
Cc1c(C(=O)N2CCCCC2C)sc2ncnc(N3CCc4ccccc4C3)c12 (centres undefined)	-10	0.6	5	11	16	7	-2	6
CC(=O)NO	-9	-1.1	8	3	0	-3	1	-1
Cc1cccc(CSC2=NCCN2C(=O)C2CC2)c1	-9	-2.3	-19	1	2	-6	-2	8
CCn1nc(C(=O)Nc2cccc3ccccc23)c(Cl)c1Cl	-5	0.3	6	7	18	7	-2	-5
NS(=O)(=O)c1ccc(CCNC(=O)CN2CCN(c3cccc(Cl)c3)CC2)cc1	-9	0.9	5	-18	21	4	-4	-4
Cc1ccccc1OCC(=O)OCC(=O)Nc1ccc(S(N)(=O)=O)cc1	-4	0.7	-3	3	-1	2	0	10

Next compounds follow:
SMILES	APOBEC3G inh	MPTP inh	Gli-Sufu antag	EBI2 antag	CCR6 antagonist	A3A deaminase	NR3A LBD binder	CXCR6 block
CCN(CC(=O)Nc1ccc2c(c1)OCCO2)C(=O)/C=C/c1ccc(F)cc1	2	-1.0	-3	2	7	1	0	-6
O=C(Cn1cnc2ccccc21)N/N=C/c1cccs1	-1	-3.7	0	-2	2	-3	2	2
CC(=O)Nc1ccc2nc(NC(=O)COc3ccccc3)sc2c1	-6	1.8	-3	3	13	2	1	-4
O=[N+]([O-])c1cc(C(F)(F)F)cc([N+](=O)[O-])c1N1CCCNCC1	-4	0.1	9	-6	-6	0	2	-5
CCOC(=O)C1=C(C(C)=O)C(c2cccnc2)C(C#N)=C(N)O1 (centres undefined)	-4	-0.5	10	-12	-9	-3	2	4
O=C(NCc1ccc2c(c1)OCO2)c1ccc2c(c1)S(=O)(=O)c1ccccc1C2=O	-5	-0.3	-1	-19	10	-2	-10	-2
CC(=O)c1ccc(NC(=O)CSc2nc3[nH]ncc3c(=O)[nH]2)cc1	-5	0.6	-11	2	24	0	1	-7
O=C(Nc1ccccn1)NC12CC3CC(CC(C3)C1)C2	5	4.8	3	8	-2	0	0	-2
COc1ccc(CN(C)C(=O)CCN2C(=O)c3ccccc3C2=O)c(OC)c1OC	-4	-0.6	30	-8	2	-3	0	-1
NNC(=O)c1cc(-c2ccc(N)cc2)nc2ccc(Br)cc12	-8	-0.3	1	3	-11	-2	18*	-10
COc1cccc(S(=O)(=O)Nc2cccnc2)c1	-3	-0.9	-2	4	-9	-5	1	-5
O=[N+]([O-])c1cccc(-c2ccc(/C=N/n3c(-c4ccccc4)n[nH]c3=S)o2)c1	·	3.8	10	5	14	·	-6	9
COc1ccc2c(=O)cc(-c3ccccc3F)oc2c1	-3	3.0	-29	6	10	-2	2	1
CCNc1cc(N2CCCC2)ccc1[N+](=O)[O-]	-9	0.0	0	-2	2	-3	3	2
O=S(=O)(c1ccc(-c2ccon2)s1)N1CCCC1	-8	0.5	9	1	-7	-1	0	-10
O=C(Nc1cccc2ncccc12)c1cccnc1	-10	-1.2	-11	2	-2	-7	-3	-1
C#CCOCCOCCOCCNc1nc(N2CCOCC2)nc(N2CCN(C(=O)[C@H]([C@@H](C)CC)n3cc([C@@H](N)Cc4ccc(O)cc4)nn3)CC2)n1	-7	-1.1	2	-3	-2	-3	0	-8
O=C(Nc1ccc(F)cc1)C(c1ccccc1)N1CCN(S(=O)(=O)c2ccc3ccccc3c2)CC1 (centres undefined)	-1	4.4	5	-2	21	2	7	2
CCC1CN(C(=O)NCc2cccc(OC)c2)c2cc(Cl)ccc2O1 (centres undefined)	0	1.2	8	-2	14	1	-4	-1
O=C(Nc1ccccc1C(F)(F)F)N1CCC(n2c(=O)[nH]c3ccccc32)CC1	-9	2.8	-1	6	-15	-2	1	0
CCN=c1scc(-c2ccco2)n1/N=C/c1ccc(OC)c(O)c1	-3	0.4	-24	24	3	-7	-2	1
CCNC(=S)N1CCCCC1CO (centres undefined)	-7	1.7	-1	3	3	0	1	-1
Cc1n[nH]c(C)c1Sc1ccccc1[N+](=O)[O-]	-6	6.6	-2	9	11	-3	1	9
Cc1nc(N)sc1C(=O)N1N=N1	3	1.7	5	-6	9	1	0	1
CCC(NC(=O)c1cc(COc2cc(C)c(Cl)c(C)c2)on1)c1ccncc1 (centres undefined)	-5	-0.4	7	3	12	-3	-10	-15
C/C(N)=C(/C#N)C(=O)CSc1nnc(SCc2ccc(Cl)cc2)s1	1	0.8&0.1	-2&10	0&-15	4&6	2	1&-5	1&-8

Bioassay records (PubChem)
